SRC1 inh: human NCOA1 inhibition. Q15788. HEK293 GAL4-SRC1 luciferase reporter, luminescence. 360,000 compounds, 0.12% hits. inhibition, % at 3.6 µM;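 active = inhibition above the campaign mean plus 3 SD, with each screening campaign given its own cutoff, cut at about 60% in these data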;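 also: 0% = DMSO treated cells and 100% = gossypol at 36 µM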
Target sequence (Q15788 whole entry, looked up, the tested form may be a part): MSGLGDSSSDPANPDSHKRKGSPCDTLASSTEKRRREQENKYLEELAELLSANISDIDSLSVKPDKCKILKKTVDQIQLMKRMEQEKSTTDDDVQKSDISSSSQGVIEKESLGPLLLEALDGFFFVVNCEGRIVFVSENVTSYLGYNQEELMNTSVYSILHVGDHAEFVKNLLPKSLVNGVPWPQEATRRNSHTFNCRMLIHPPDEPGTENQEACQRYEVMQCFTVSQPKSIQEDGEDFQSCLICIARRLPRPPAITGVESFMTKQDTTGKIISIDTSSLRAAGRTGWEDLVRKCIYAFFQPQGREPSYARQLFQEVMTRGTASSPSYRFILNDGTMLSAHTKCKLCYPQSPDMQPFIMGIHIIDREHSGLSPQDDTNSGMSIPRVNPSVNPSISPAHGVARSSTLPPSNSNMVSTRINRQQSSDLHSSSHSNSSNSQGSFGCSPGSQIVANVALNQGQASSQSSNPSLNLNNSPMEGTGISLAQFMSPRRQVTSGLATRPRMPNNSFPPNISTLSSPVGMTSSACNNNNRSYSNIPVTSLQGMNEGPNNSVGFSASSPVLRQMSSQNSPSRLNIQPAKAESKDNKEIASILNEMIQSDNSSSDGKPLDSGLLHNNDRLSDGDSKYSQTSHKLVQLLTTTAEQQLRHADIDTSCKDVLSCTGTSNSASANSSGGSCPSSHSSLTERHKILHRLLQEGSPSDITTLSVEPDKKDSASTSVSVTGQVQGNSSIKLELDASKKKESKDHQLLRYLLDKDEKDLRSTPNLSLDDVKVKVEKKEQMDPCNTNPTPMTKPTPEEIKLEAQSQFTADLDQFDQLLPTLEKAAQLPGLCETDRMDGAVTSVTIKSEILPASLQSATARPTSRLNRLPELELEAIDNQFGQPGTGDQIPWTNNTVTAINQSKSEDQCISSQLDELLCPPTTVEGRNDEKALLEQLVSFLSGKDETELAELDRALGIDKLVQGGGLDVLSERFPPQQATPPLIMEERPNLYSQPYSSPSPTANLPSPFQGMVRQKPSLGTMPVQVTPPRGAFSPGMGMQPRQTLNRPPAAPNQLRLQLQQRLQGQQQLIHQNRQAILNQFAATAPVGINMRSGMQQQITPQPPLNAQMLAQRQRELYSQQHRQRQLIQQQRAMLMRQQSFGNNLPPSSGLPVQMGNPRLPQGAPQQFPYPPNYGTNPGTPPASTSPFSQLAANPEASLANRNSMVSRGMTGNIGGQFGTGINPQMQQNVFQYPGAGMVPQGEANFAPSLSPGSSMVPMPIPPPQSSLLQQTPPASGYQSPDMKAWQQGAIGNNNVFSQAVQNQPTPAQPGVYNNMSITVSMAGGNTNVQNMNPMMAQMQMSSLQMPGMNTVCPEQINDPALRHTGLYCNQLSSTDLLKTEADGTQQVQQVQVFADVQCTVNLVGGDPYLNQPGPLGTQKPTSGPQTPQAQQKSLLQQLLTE
EBV LMP1 NFkB: reduces LMP1-driven NF-kappaB luciferase signal. LMP1-induced NF-kappaB luciferase reporter cells, luminescence. inhibition, % at 12.5 µM. 350,000 compounds, 0.69% hits. AID 504558; in the data active = inhibition above about 41%;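 also: 0% = neutral control wells and 100% = reference inhibitor control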
LRH-1 inv ag: NR5A2 inverse agonism in reporter assay; HEK293T StAR-luciferase reporter, LRH-1 transfected, 24 h; inhibition, % at 3.6 µM; 360,000 compounds, 0.13% hits; AID 602396;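 active = inhibition above the mean inhibition of all tested compounds plus 3 SD, cut at about 73% in these data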;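 also: 0% = DMSO wells and 100% = reporter-only cells lacking LRH-1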
COUP-TFII inh: inhibitors of human COUP-TFII (NR2F2); 370,000 compounds, 0.7% hits; inhibition, % at 8.6 µM; HEK293T NGFI-A luciferase reporter, luminescence; P24468; AID 686940;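 active = inhibition above a per-plate cutoff, mean inhibition of test wells between control levels plus 3 SD, cut at about 38% in these data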;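 also: cells cotransfected with COUP-TFII expression vector driving the NGFI-A reporter; 0% = median of COUP-TF2 test wells and 100% = reporter-only cells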
TROY signal inh: TROY signaling inhibition; Q293 LMP1-TROYcd NF-kB luciferase reporter, 4 h; inhibition, % at 10 µM; 360,000 compounds, 0.98% hits;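 active = compounds whose plate-normalised and pattern-corrected inhibition of the luciferase reporter signal at the single screening dose is 50% or more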
Shn3 3UTR inh: inhibitors of Schnurri-3 3'UTR reporter in osteoblasts | Clone20 osteoblast Shn3 3'UTR firefly luciferase, 24 h | inhibition, % at 12.5 µM | 360,000 compounds, 0.52% hits;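 active = mean inhibition of at least 75% with every replicate also reaching 75%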;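 also: 0% = median of neutral control wells and 100% = pilot-screen positive control compound; some compounds past the cut are filed as inactive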
CF NFkB inh: inhibitors of cystic fibrosis induced NF-kB; inhibition, % at 5 µM; 360,000 compounds, 0.86% hits; KKLEB NF-kB-GFP reporter, PAF-induced, GFP fluorescence overnight;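 active = at least 50% inhibition at 5 µM, scaled per plate between neutral and stimulator controls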;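 also: PAF is a Pseudomonas aeruginosa culture filtrate used as stimulus; plate controls were PAF-stimulated DMSO wells for no effect and unstimulated DMSO wells for full effect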
TWEAK-Fn14 inh: blocks TWEAK-Fn14 interaction in a reporter cell assay. TWEAK-stimulated Fn14 reporter cells, luciferase luminescence, 8 h. inhibition, % at 10 µM. 360,000 compounds, 2% hits. AID 1159606; in the data active = inhibition above about 50%
NCOA3 inh: inhibits human SRC3 coactivator. Q9Y6Q9. HEK293 GAL4-SRC3 luciferase reporter, luminescence. inhibition, % at 3.6 µM. 360,000 compounds, 0.17% hits. AID 588352;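 active = inhibition above a per-campaign cutoff, the mean of all compounds plus 3 SD, cut at about 60% in these data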;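 also: 0% = DMSO-treated cells and 100% = gossypol-treated cells at 36 µM; higher means less SRC3-driven luciferase light from the GAL4 reporter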
C8 TRAIL sens: caspase-8 TRAIL sensitization; NB7+C8 cells + TRAIL, ATPlite viability luminescence; inhibition (viability loss, TRAIL sensitization), % at 10 µM; 360,000 compounds, 1% hits;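 active = compounds causing at least 50% loss of cell viability in the single-dose screen, relative to plate controls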
KKLEB cytotox: counter-screen for CF NF-kB inhibitors: cytotoxicity; 360,000 compounds, 0.36% hits; activity change (cytotoxicity), % at 5 µM; KKLEB CF airway cells viability, ATPlite luminescence, overnight; stronger effect = lower value; cells stimulated with P. aeruginosa culture filtrate;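 active = corrected activity change at or below -50% at 5 µM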
An asterisk follows results filed as active; . = no result given. Not all compounds are listed. The share of hits here may be higher or lower than overall.

Values in the order – SRC1 inh | EBV LMP1 NFkB | LRH-1 inv ag | COUP-TFII inh | TROY signal inh | Shn3 3UTR inh | CF NFkB inh | TWEAK-Fn14 inh | NCOA3 inh | C8 TRAIL sens | KKLEB cytotox
> CCc1c(O)nc(SCC(=O)Nc2ccc3c(c2)CCC3)[nH]c1=O
    3 | -9 | 31 | -1 | 13 | -7 | -4 | 9 | 16 | -11 | 4
> Fc1ccc(CNC(=S)NCc2ccccc2)cc1
    -18 | -14 | 8 | 12 | -41 | -3 | -40 | 13 | 0 | 0 | 13
> Cc1ccccc1OCCCC(=O)Nc1nccs1
    13 | 4 | -36 | 15 | -2 | 14 | 3 | 19 | 17 | 8 | 11
> CCOC(=O)CC1C(=O)NCCN1Cc1cccc(OC)c1 (stereo unspecified)
    12 | -7 | 6 | -9 | 2 | -5 | -12 | 1 | 5 | 12 | 6
> COc1ccc(-n2nc(C(=O)NCC(=O)NCC3CCCO3)c3ccccc3c2=O)cc1Cl (stereo unspecified)
    -2 | -2 | -5 | 3 | 1 | 6 | -3 | 3 | -6 | -16 | -2
> CC1(C)Cc2nc3oc4c(=O)n(CC(=O)Nc5ccc(Cl)cc5)cnc4c3cc2CO1
    3 | 4 | -2 | -2 | -20 | 13 | 16 | 3 | 8 | -9 | 3
> COc1ccccc1CNC(=O)CCN1C(=O)COc2ccc(C)cc21
    -7 | 5 | -1 | -5 | 16 | 7 | -4 | 8 | -13 | -10 | 0
> Cn1cccc1C(=O)c1cccc([N+](=O)[O-])c1
    24 | -5 | 27 | -8 | -5 | 2 | 8 | -12 | -11 | -7 | -19
> Cc1ccc(C)c(N2CCN(C(=O)CCS(=O)(=O)c3ccc4c(c3)CCN4C(=O)C3CC3)CC2)c1
    -47 | -6 | -6 | -3 | 20 | -7 | 5 | 1 | -3 | 2 | 10
> Nc1nc(-c2ccc(Cl)cc2)c(N=Nc2ccc(S(=O)(=O)N3CCOCC3)cc2)s1
    1 | -14 | -8 | 3 | 6 | -18 | -25 | 50 | -5 | 9 | -32
> CC(C)=CCC/C(C)=C/CNC(=O)C[C@H]1C[C@H](C(=O)N2CCOCC2)[C@@]2(CCC3CCCC3)c3[nH]c4cc(-c5ccco5)ccc4c3CCN2C1=O
    13 | 17 | -6 | 12 | -5 | 17 | 24 | 35 | 10 | 4 | -6
> CC(C)NC(=O)COC(=O)c1ccc(NS(=O)(=O)c2ccc3c(c2)OCCO3)cc1
    9 | 4 | 12 | 0 | -12 | 4 | 10 | -12 | -28 | 7 | 10
> CCOC(=O)NC(NC(=S)Nc1ccc(OCC)cc1)C(Cl)(Cl)Cl (stereo unspecified)
    -11 | 1 | -8 | -4 | 0 | 11 | 14 | -10 | 6 | 20 | -5
> Cc1ccc(-n2nc(C(=O)O)c3ccccc3c2=O)cc1C
    -10 | 8 | 12 | 11 | 22 | -4 | -12 | -2 | 0 | -11 | 4
> CC(NC(=O)c1cc(S(=O)(=O)N(C)C)ccc1Cl)c1ccc(-n2ccnc2)cc1 (stereo unspecified)
    -8 | 9 | -29 | 4 | -1 | 11 | 11 | 12 | -9 | -10 | -6
> CCCCn1c(N)c(N(CC)C(=O)C2CCCC2)c(=O)[nH]c1=O
    -14 | 1 | 2 | -1 | 5 | 0 | 10 | -2 | 2 | -1 | -6
> COc1ccc2[nH]c3nc(SC(C)C)nnc3c2c1
    -114 | 13 | -160 | -34 | 54* | -22 | -15 | 92* | -80 | 63* | -11
> S=C(NCCCc1cnc[nH]1)NCCCN(Cc1ccccc1)c1ccc(Br)cn1
    -18 | . | 31 | 14 | 4 | -3 | 14 | -28 | 23 | 6 | -5
> CC1CN(CC(O)COC2CCC(C(C)(C)C)CC2)CC(C)O1 (stereo unspecified)
    -7 | -3 | 10 | -4 | 9 | 26 | 3 | -3 | 1 | -2 | 10
> COc1cc(OC)cc(C(=O)NC(=S)Nc2ccc(N3CCCC3)cc2)c1
    8 | 12 | -3 | 3 | -1 | 17 | -11 | -9 | 2 | 4 | 5
> COc1ccc(C)c2sc(=NC(=O)c3ccc(C(C)=O)cc3)n(C)c12
    -69 | -31 | -53 | -59 | 51* | -42 | -11 | 40 | -52 | 30 | 2
> CCn1cc(C(=O)NCCCN2CCC(C)CC2)c(=O)c2cc(S(=O)(=O)N(C)C3CCCCC3)ccc21
    -8 | -10 | -16 | -3 | 14 | 20 | 6 | -10 | 12 | -3 | 9
> O=C(Nc1ccc(-c2nnc3n2CCCCC3)cc1)c1cc2ccccc2o1
    -2 | 2 | -7 | -3 | -4 | 14 | 0 | 2 | 6 | -7 | 0
> Cc1ccc(NC(=O)[C@@H]2CCCN2C(=O)[C@@H]2Cc3ccccc3CN2)c(C)c1
    -8 | -3 | -13 | 1 | -32 | -26 | 11 | 4 | -7 | 11 | -11
> O=C1CC(c2ccco2)CC2=C1C=Nc1ccccc1N2 (stereo unspecified)
    9 | 6 | -9 | 4 | 15 | 10 | -1 | 2 | 6 | 23 | -8
> O=C(O)c1ccccc1-c1cccc2nncn12
    3 | . | -12 | -16 | -7 | -12 | -19 | -12 | -18 | -13 | 10
> CC(C)c1ccc(Nc2ncccc2C#N)cc1
    -94 | -24 | -87 | -45 | -20 | -79 | -10 | -13 | -45 | -3 | -22
> CCCn1c(=O)c2ccccc2n2c(SCC(=O)/C(C#N)=C(\C)N)nnc12
    3 | -11 | -6 | -4 | 7 | -43 | -5 | -1 | -1 | -3 | 0
> CN(C)N1C(=O)CC(N2CCCC2)C1=O (stereo unspecified)
    -5 | -4 | 2 | -12 | 6 | -9 | 3 | 2 | 11 | -7 | -2
> Cc1cc2oc(=O)cc(CN3CCCc4ccccc43)c2cc1C
    -20 | -5 | 14 | 8 | -12 | -4 | -18 | -6 | 1 | -2 | 1
> CCOc1ccc(CCNC(=O)c2ccc(CS(=O)Cc3cccc(Cl)c3)o2)cc1 (stereo unspecified)
    15 | -9 | 14 | 5 | 1 | -12 | -1 | -1 | 12 | 3 | -6
> CC(C)C[C@H]1CNC(=O)C(=O)N1CC1CCN(CCc2ccccc2)CC1
    -85 | . | -13 | 4 | 8 | 1 | -13 | -9 | -3 | 8 | 12
> O=C(Cc1ccsc1)Nc1ccc(Cl)cc1Cl
    -4 | -2 | 16 | -12 | -13 | -8 | 17 | 24 | 0 | 1 | 1
> O=C(OCn1nnc2ccccc2c1=O)c1ccc2ncsc2c1
    -4 | 0 | -1 | 8 | -3 | -19 | 11 | -10 | 5 | -12 | -7
> C=CCN(CC=C)Cc1c(O)ccc2c1oc(=O)c1ccccc12
    2 | -1 | 10 | -6 | -22 | -5 | -15 | -22 | -4 | 20 | 4
> COc1ccc(CNC(=S)NC2CCCC2)cc1
    -1 | -3 | 0 | -6 | 10 | 3 | -21 | 13 | 9 | -5 | -2
> C/C=C/c1ccc(OCCCCOc2ccccc2F)c(OC)c1
    5 | 1 | -9 | -10 | -26 | 0 | 12 | -23 | -3 | 6 | 17
> COc1ccc(S(=O)(=O)N2CCCCCC2)cc1C(=O)N(C)CCOc1ccccc1
    30 | 4 | -14 | 4 | -14 | 29 | 1 | -4 | -28 | -2 | -10
> Cc1ccnc(Nc2nc(-c3ccc(F)cc3)cs2)c1
    -65 | -44 | -79 | -19 | 59* | -30 | -4 | -20 | -112 | 35 | -19
> Cc1cccc(-c2nc(CN3CCCC(C(=O)NC4CCCCCC4)C3)c(C)o2)c1 (stereo unspecified)
    -28 | -7 | 9 | 13 | 11 | 27 | -23 | 20 | -13 | 8 | -11
> Nc1nc(N)nc(C2C=CCCC2)n1 (stereo unspecified)
    -18 | -53 | 12 | -11 | -6 | 8 | 4 | -10 | -5 | 0 | -2
> CC(C)C(=O)NNC(=O)c1cc2sccc2s1
    15 | 2 | -5 | 2 | -5 | -27 | 8 | -9 | 14 | -8 | -3
> COc1ccccc1Oc1ccc(S(=O)(=O)N2CCOCC2)cc1S(=O)(=O)N1CCOCC1
    6 | -7 | 5 | -11 | -15 | 0 | 5 | -3 | 0 | -1 | -13
> CCCC(=O)c1c[nH]c(C(=O)N2CCOCC2)c1
    -13 | -13 | 8 | 3 | -3 | 0 | -9 | 4 | -5 | -6 | 9
> CCc1oc(C(=O)O)cc1COC
    -5 | -2 | 4 | -5 | -10 | -4 | 1 | 1 | 18 | -6 | 4
> CN1CCN(C(=O)c2ccc(-c3cnn(C)c3)c3ccoc23)CC1
    1 | . | 1 | . | -5 | -2 | -13 | 27 | 5 | -23 | 7
> CC1(c2ccc(Cl)cc2)NC(=O)N(CC(=O)Nc2ccc(N3CCCCC3)cc2)C1=O (stereo unspecified)
    -6 | -6 | 14 | 3 | -2 | -2 | -38 | -11 | 2 | 18 | 32
> O=C1CC(Nc2ccc(N3CCOCC3)cc2)C(=O)N1CCc1ccccc1 (stereo unspecified)
    -9 | 1 | 6 | 11 | -5 | 6 | -6 | 3 | 14 | -1 | 9
> CCN(CC)CCOc1ccc(C=NNc2nc3c([nH]2)c(=O)n(C)c(=O)n3C)cc1
    1 | -2 | 7 | -10 | -7 | -10 | -31 | 17 | 1 | 3 | -2
> COCCSc1nc2sc3c(c2c(=O)n1-c1ccccc1)CCN(C)C3
    -18 | 7 | 8 | . | 13 | -6 | 2 | -17 | -12 | -5 | -4

Continuation.
Values in the order – SRC1 inh | EBV LMP1 NFkB | LRH-1 inv ag | COUP-TFII inh | TROY signal inh | Shn3 3UTR inh | CF NFkB inh | TWEAK-Fn14 inh | NCOA3 inh | C8 TRAIL sens | KKLEB cytotox
> CC(C)(C)C(=O)NC1CC2CCCC(C1)N2C(=O)Nc1cccc(Cl)c1 (stereo unspecified)
    1 | -13 | 7 | 1 | 31 | 5 | 2 | 0 | 13 | -8 | 1
> COc1cc(S(=O)(=O)NCc2ccncc2)c(OC)cc1C
    21 | 3 | 18 | 20 | 10 | 26 | -5 | 5 | 17 | 7 | -10
> Cc1ccc(S(=O)(=O)NC(C)C(=O)OCC(=O)N(C)c2ccccc2)cc1 (stereo unspecified)
    -10 | -2 | 3 | 13 | -4 | 1 | 4 | 3 | -6 | -1 | 2
> C=CCn1c(SCC(=O)OCC)nc(C(F)(F)F)cc1=O
    2 | 4 | 3 | -1 | 0 | -7 | 20 | 3 | 6 | -10 | -3
> COCCNC(=S)NN=C1CCCCC1
    6 | 6 | -20 | -6 | 3 | 0 | 3 | -15 | 14 | -9 | -2
> O=C1CC(C(=O)N(c2ccc(F)cc2)C(C(=O)NC2CCCC2)c2ccccn2)CS1 (stereo unspecified)
    4 | -2 | 2 | 0 | 5 | -1 | 6 | -6 | -1 | -7 | 3
> O=C(CN1CCN(c2ccccn2)CC1)Nc1ccc(F)c(F)c1
    10 | 5 | -15 | 17 | 2 | 0 | 16 | 1 | -10 | -19 | -13
> O=C(CN(C(=O)CCC(=O)Nc1nccs1)c1ccc(F)c(Cl)c1)NCc1ccco1
    14 | -1 | 2 | -8 | -9 | -6 | -4 | -23 | 0 | -17 | 4
> CCC(=O)c1ccc(N2CCCCCC2)c(F)c1
    1 | -12 | -40 | -6 | -69 | -60 | -2 | -31 | -41 | 1 | 9

Bioassay records (PubChem)
